Casp7 inh: qHTS Assay for Allosteric/Competitive Inhibitors of Caspase-7; recombinant caspase-7, Ac-DEVD-AFC fluorescence rate; P55210; Potency, µM (series often up to 57.5 µM), for inactives: at the highest dose activity change, negative = inhibition, usual class: inhibitors; hit rate 0.02% among 75,000; active = well fitted inhibition curve with a large enough effect in the main read-out, with a control signal flat, not every such curve was filed as active; inconclusive = small, poorly fitted or top-dose-only effect, or a change in a side signal; note: potency is the fitted concentration of half-maximal effect; % of control where 0% means no effect
Casp1 inh: qHTS Assay for Allosteric/Competitive Inhibitors of Caspase-1; Potency, µM (series often up to 57.5 µM), inactives show top-dose activity change, negative = inhibition, actives largely listed as inhibitors; P29466; Caspase-1 enzyme, Ac-WEHD-AFC fluorogenic rate; hit rate 0.03% among 75,000;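 note: potency is the fitted concentration of half-maximal effect; plate controls were vehicle for no effect and no substrate for full effect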
USP2a inhib: qHTS Assay for Inhibitors of Ubiquitin-specific Protease USP2a; hit rate 0.1% among 60,000; Ubiquitin carboxyl-terminal hydrolase 2 (Homo sapiens), O75604; USP2a enzymatic assay, qHTS inhibition; Potency, µM (titrated, usually from 38.3 µM), without a hit: at the top dose activity change, negative = inhibition, most hits filed as inhibitors;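 note: potency is the fitted concentration of half-maximal effect; nearly all actives have a fitted effect of over 60% in size; plate controls were DMSO for no effect and NEM full inhibition control for full effect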
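20 nM USP2 core + cpd, 30 min RT; add 20 nM Ub-PLA2/20 uM NBD C6-HPC; read Ex460/Em535 at 0 h and 2.5 h. Normalized to NEM; qHTS curve fit/classification.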
Epigenetic mod: qHTS Assay for Epigenetic Modulators. mouse C127i GFP locus derepression, cytometry, 30 h. Potency, µM (series often up to 46.1 µM), without a hit: at the highest dose GFP derepression (activation). AID 597, 2007. hit rate 0.09% among 68,000; note: % of control where 0% means no effect
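Locus derepression in mouse mammary C127i cells whose integrated CMV-GFP reporter is normally silent; GFP expression after 30 h compound treatment was quantified by counting fluorescent cells.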
A350 fluor: qHTS Assay for Spectroscopic Profiling in A350 Spectral Region; Compound autofluorescence, 340/450 nm, Alexa 350 dye-equivalents; hits give high values; max dye-equivalent concentration, M; hit rate 11% among 59,000; in the data active = max dye-equivalent concentration above about 10 nM; inconclusive = mostly about 1.1 nM to 9.6 nM
Fluorescein autfl: qHTS Assay for Spectroscopic Profiling in Fluorescein Spectral Region. Compound autofluorescence, 480/540 nm, fluorescein-equivalent; hits give high values. max fluorescein-equivalent concentration, M. hit rate 0.91% among 59,000. AID 593, 2007; in the data active = max fluorescein-equivalent concentration above about 10 nM; inconclusive = between about 1.1 nM and that limit
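Compounds (23 nL) in 100 mM Tris pH 8.0, 15 min at room temperature, then fluorescence read at 480 nm excitation/540 nm emission. Signal converted to fluorescein-equivalent concentration from an on-plate fluorescein standard curve.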
BRCT inh green: qHTS Assay for Inhibitors of BRCT-Phosphoprotein Interaction (Green Fluorophore) | BRCA1 BRCT-phosphopeptide binding, green fluorescence polarization | Breast cancer type 1 susceptibility protein (Homo sapiens), P38398 | hit rate 0.05% among 75,000 | Potency, µM (top dose mostly 76.9 µM), for inactives: at the highest dose activity change, negative = inhibition, most hits filed as inhibitors;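 note: potency is the fitted concentration of half-maximal effect; plate controls were peptide without protein for full effect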
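Compounds were incubated for 12 min at room temperature with a complex of 100 nM fluorescein-tagged pBACH1 decapeptide and 250 nM His-tagged BRCT protein. Buffer was phosphate pH 7.3 with EDTA, DTT and Tween 20. Disruption of binding lowers the polarization signal.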
BRCT inh red: qHTS Assay for Inhibitors of BRCT-Phosphoprotein Interaction (Red Fluorophore); hit rate 0.03% among 75,000; Breast cancer type 1 susceptibility protein (Homo sapiens), P38398; BRCT-phosphopeptide binding, red fluorescence polarization; Potency, µM (titrated, usually from 76.9 µM), for the others: at the top dose activity change, negative = inhibition, actives largely listed as inhibitors; note: % is set by controls: 0 for no effect and ±100 for the full control effect
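Fluorescence polarization: 100 nM His-tagged BRCA1 BRCT with 100 nM TAMRA-labelled phospho-BACH1 decapeptide, phosphate buffer pH 7.3 with 150 mM NaCl, DTT, 0.01% Tween 20; 12 min RT. Binding inhibition seen as FP decrease.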
HEK293 cAMP cs: qHTS Assay for Agonists of the Thyroid Stimulating Hormone Receptor: Activators of Intracellular cAMP Concentrations in Parental HEK 293; AID 938, 2007; parental HEK293 CNG cAMP sensor, membrane potential fluorescence; hit rate 2.5% among 73,000; Potency, µM (series often up to 57.1 µM), for the others: at the highest dose activation, actives largely listed as activators; note: potency is the fitted concentration of half-maximal effect; % of control where 0% means no effect; nearly all actives have a fitted effect of over 55% in size
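Parental HEK 293 cells stably expressing a cAMP-gated CNG channel were loaded with membrane potential dye containing 100 uM RO 20-1724 for 60 min. Compound added for 30 min; depolarization read as fluorescence intensity at 590 nm.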
4-MU autofl: qHTS Assay for Spectroscopic Profiling in 4-MU Spectral Region. compound autofluorescence, 340/450 nm, 4-MU equivalents; hits give high values. max dye-equivalent concentration, M. hit rate 11% among 59,000; in the data active = max dye-equivalent concentration above about 10 nM; inconclusive = mostly about 1.1 nM to 9.6 nM
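Compounds in 100 mM Tris, pH 8.0, sat 15 min at room temperature before fluorescence was read at 340 nm excitation/450 nm emission; a per-plate six-point 4-MU standard curve converted signals to dye-equivalent concentration at each compound concentration.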
UbGFP stabilizer: Ubiquitin-GFP Assay; Ubiquitin-GFP reporter cells, proteasome inhibition, GFP fluorescence; response scale: untreated = 0%, 10 µM MG-132 = 100%; Potency, µM (series often up to 45.9 µM), without a hit: at the highest dose activation (GFP accumulation), usual class: activators; 67,000 tested, under 10 active; active = well fitted activation curve with a large enough effect, not every such curve was filed as active; inconclusive = small, poorly fitted or top-dose-only effect, or another doubt; inactive = no such curve, though single readings can be large or run the other way; note: potency is the fitted concentration of half-maximal effect
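Proteasome blockade was scored as a rise in GFP-expressing U2OS cells carrying a ubiquitin(G76V)-GFP construct, imaged after 4 hr compound treatment at 37 °C across a 46 uM–2.9 nM series.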
Numbers without * were called inactive; i = inactive; ? = inconclusive; / = not tested or not shown; & = joins results of further samples; [ ] = dose if it differs, or a comment. Unless noted, calls come from the whole dose curve; as a rule, active = well fitted curve in the direction sought with a large enough effect; inconclusive = small, poorly fitted or top-dose-only effect, or another doubt; inactive = no such curve, though single readings can be large; an effect the other way counts as inactive or inconclusive. Some of the compounds tested. The share of hits here may be higher or lower than overall.

compound,Casp7 inh,Casp1 inh,USP2a inhib,Epigenetic mod,A350 fluor,Fluorescein autfl,BRCT inh green,BRCT inh red,HEK293 cAMP cs,4-MU autofl,UbGFP stabilizer
O=C(C1CCN(S(=O)(=O)Cc2ccccc2)CC1)N1CCN(c2ncccn2)CC1,0.1%,-1.6%,-0.8%,0.0%,i,i,-5.2%,-2.3%,-7.6%,i,3.9%
N#Cc1ccc(CSc2nnc(-c3cccnc3)n2-c2ccccc2)cc1,-1.0%,0.4%,17.3%,2.9%,i,i,0.1%,1.0%,19.2%,i,7.4%
CCOc1ccccc1N(CC(=O)NC1CCCC1)C(=O)CCC(=O)Nc1cc(C)on1,-0.1%,-1.3%,-5.3%,-1.1%,i,?,1.1%,-0.5%,13.5%,i,1.9%
Cc1ccc2oc(=O)cc(CN3CCOCC3)c2c1,-0.6%,-0.8%,4.1%,-2.2%,1.53e-07M*,i,-0.2%,-2.4%,3.1%,1.2e-07M*,-7.0%
CC1(C)CC(=O)c2sc(N3CCCCC3)nc2C1,1.2%,0.6%,-2.6%,0.0%,?,?,0.6%,0.8%,-3.8%,?,7.1%
Cc1ccc(S(=O)(=O)NCCSc2nnnn2-c2cc(C)ccc2C)cc1,-1.4%,-3.0%,36.8%[activator],0.0%,i,i,1.8%,0.5%,?,i,10.1%
CCOCCOC(=O)C1=C(C)N(C)C(=O)NC1c1ccccc1Cl (stereo not drawn),-0.7%,-2.3%,5.2%,0.2%,/,/,1.0%,2.1%,24.3%,/,-10.0%
c1ccc2nc3c(nc2c1)[nH]c1ccccc13,?,?,4.3%,0.0%,?,i,2.4%,-0.3%,6.2%,?,0.0%
CCN(C(=O)CSc1nc2nc(C)cc(C)n2n1)c1cccc(C)c1,0.5%,1.5%,1.3%,-2.6%,i,i,0.6%,1.5%,1.2%,i,-0.5%
O=C(CCCCCn1c(=O)[nH]c2ccsc2c1=O)NCc1cccs1,1.7%,0.5%,-2.0%,1.5%,i,i,-1.3%,1.6%,3.1%,i,13.5%
Cn1c(SCC(=O)c2ccc(-c3ccccc3)cc2)nnc1-c1ccco1,-17.5%,-5.2%,47.4%[activator],6.0%,i,i,3.8%,1.4%,6.8%,i,4.6%
CS(=O)(=O)Nc1ccc(N2CCCCC2)c(Cl)c1,1.0%,2.0%,1.6%,0.0%,i,?,-1.3%,-1.5%,3.5%,i,1.2%
O=C(O)CC[C@@H](NC(=O)c1ccccc1C(=O)O)C(=O)O,0.9%,-1.8%,-1.6%,-2.2%,i,?,-3.2%,0.6%,8.1%,i,-4.1%
O=C(CSc1nnc(-c2ccco2)n1Cc1ccccc1)NC(=O)NCc1ccco1,-3.5%,-0.7%,26.1%,0.0%,i,?,-7.0%,-2.0%,?,i,0.9%
Cc1nc2cnc(N(C)C)nc2n(CCC#N)c1=O,?,?,3.1%,-0.5%[9.22 µM],1.33e-08M*,i,-1.1%,-1.2%,13.4%,?,2.0%
CC(=O)O[C@@]1(C(C)=O)CCC2C3C=C(Cl)C4=CC(=O)CC[C@]4(C)C3CC[C@]21C (stereo partly drawn),0.4%,-1.0%,38.5%[activator],/,/,/,0.5%[3.08 µM],-1.6%,/,/,/
CC(=O)c1sc(Nc2ccccn2)nc1C,0.5%,2.9%,-2.7%,0.0%,1.59e-08M*,i,-0.7%,1.5%,25.6%,1.77e-08M*,-5.2%
COc1cc(NC(=O)c2cc(OC)c(OC)c(OC)c2)c(OC)cc1NC(=O)CN1CCCCC1,1.1%,-8.0%,29.8%,-1.0%,i,i,6.0%,-0.8%,-7.5%,i,-1.2%
COc1cc(C)c(Cl)cc1S(=O)(=O)NCc1ccco1,-0.5%,-0.2%,9.2%,-2.1%,i,i,-0.6%,0.4%,14.9%,i,3.6%
CCC(C)Sc1nc2c(c(=O)[nH]c(=O)n2C)n1Cc1ccccc1Cl (stereo not drawn),-1.9%,-2.4%,/,/,/,/,-2.2%,-1.6%,8.8%,/,8.9%
O=C(CSc1ccc2nnc(-c3ccccn3)n2n1)N1CCN(c2ccccc2)CC1,1.1%,-3.1%,/,/,/,/,5.7%,-1.8%,-1.2%,/,15.2%
O=C1CC(NCCN2CCOCC2)C(=O)N1Cc1ccc(N2CCCC2=O)cc1 (stereo not drawn),-1.3%,-2.2%,/,/,/,/,-3.1%,0.8%,-1.7%,/,/
O=C(O)c1cc2cc(OCc3ccccc3)ccc2[nH]1,-0.3%,-0.4%,13.0%,3.6%,?,i,-1.5%,-0.5%,3.1%,i,?
CCOC(=O)c1cc2c3ccccc3n(CC)c2nc1N,-8.1%,-4.1%,2.3%,5.0%,/,/,-3.2%,-0.4%,?,/,-12.5%
COc1ccc(CCNc2nc(N3CCOCC3)nc(N3CCOCC3)n2)cc1OC,-0.6%,0.2%,-7.4%,0.0%,i,i,0.2%,-0.1%,2.5%,i,-1.6%
CC(C)(C)c1ccc2c(c1)N(CC(=O)O)C(=O)CO2,-0.9%,-0.7%,6.2%,2.1%,i,i,1.0%,1.1%,6.9%,i,-3.4%
CCN(CC)S(=O)(=O)c1ccc2c(c1)c(=O)c(C(=O)NCCN(C)CCc1ccccc1)cn2C,-0.3%,1.0%,49.5%[activator],?,i,i,-0.5%,0.1%,?,i,-8.5%
COCCNC(=O)Cn1c(=O)n(CCC(=O)NCCc2ccccc2)c(=O)c2ccccc21,-0.4%,-1.1%,5.4%,2.2%,i,i,-2.0%,-2.0%,4.1%,i,0.0%
Cc1nnc(NC2=NCCCCC2)o1,-2.3%,2.4%,-9.9%,0.0%,?,i,-1.8%,0.6%,10.2%,i,-8.3%
CC(C(=O)Nc1ccccc1F)N1C(=O)c2ccccc2C1=O (stereo not drawn),-0.1%,-4.4%,/,/,/,/,-0.9%,-1.7%,-7.3%,/,/

Of the compounds above, two have two or more sulfur atoms.
compound,Casp7 inh,Casp1 inh,USP2a inhib,Epigenetic mod,A350 fluor,Fluorescein autfl,BRCT inh green,BRCT inh red,HEK293 cAMP cs,4-MU autofl,UbGFP stabilizer
Cc1ccc(S(=O)(=O)NCCSc2nnnn2-c2cc(C)ccc2C)cc1,-1.4%,-3.0%,36.8%[activator],0.0%,i,i,1.8%,0.5%,?,i,10.1%
O=C(CCCCCn1c(=O)[nH]c2ccsc2c1=O)NCc1cccs1,1.7%,0.5%,-2.0%,1.5%,i,i,-1.3%,1.6%,3.1%,i,13.5%

Other records follow.
compound,Casp7 inh,Casp1 inh,USP2a inhib,Epigenetic mod,A350 fluor,Fluorescein autfl,BRCT inh green,BRCT inh red,HEK293 cAMP cs,4-MU autofl,UbGFP stabilizer
CC1(C)CC(=O)C2=C(C1)NCN(CCCN1CCOCC1)C2,-2.2%,-1.2%,3.3%,2.6%,?,?,-3.1%,2.2%,3.6%,?,/
CN(Cc1ccccc1)C(=O)CN(C1CCCCC1)S(C)(=O)=O,-0.5%,-1.7%,5.6%,2.9%,?,i,-0.9%,0.2%,1.4%,?,-5.0%
O=C1c2cc([N+](=O)[O-])ccc2-c2ccc3c4ccc5c6c(ccc(c7ccc1c2c73)c64)C(=O)c1cc([N+](=O)[O-])ccc1-5,-23.1%[11.5 µM],-3.9%[11.5 µM],/,-2.2%[9.22 µM],i,?,-3.5%[15.4 µM],-7.3%[15.4 µM],7.3%[11.4 µM],i,-5.2%[9.17 µM]
CN(C)C(=O)c1ccc(-c2nccc(Nc3ccc(F)cc3)n2)cc1,-4.6%,-1.7%,151.3%[activator],4.9%[9.22 µM],i,?,-1.4%,2.3%,29.4%,i,2.6%
CCOC(=O)Cc1csc(NC(=O)CSc2nnc(-c3ccncc3)n2Cc2ccco2)n1,0.0%,-2.0%,7.7%,0.0%,i,i,0.9%,-1.9%,?,i,-2.9%
NCCCS(=O)(=O)O,0.3%&-0.2%,2.0%&-1.8%,-10.9%&-4.0%,-1.7%,i,i,-4.4%[3.08 µM],0.1%&-1.1%,?,i,14.1%
CN1CCN(C(=O)C2CC(c3c(F)cccc3Cl)=NO2)CC1 (stereo not drawn),0.3%,0.2%,-7.4%,-2.3%,i,?,-1.2%,3.0%,0.0%,i,6.8%

Bioassay records deposited in PubChem by National Center for Advancing Translational Sciences (NCATS).
